TDP-43 yeast inh = qHTS of TDP-43 Inhibitors; TDP-43 expressing yeast growth rescue, BacTiter-Glo, 24 h; Potency, µM (titrated, usually from 46.1 µM), for the others: top-dose growth rescue (activation), hits mostly activators; 410,000 compounds, 1.8% hits; further: potency means the concentration at half of the fitted maximal effect; % of control where 0% means no effect; nearly all actives have a fitted effect of over 50% in size
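Cell-based yeast growth screen: TDP-43 expression induced in galactose, inoculum OD600=0.02 after raffinose pregrowth to mid-log. Read-out BacTiter-Glo luminescence at 24 hr, 30 deg C; inhibition of toxicity seen as signal increase.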
Abeta yeast res = qHTS for compounds that reverse cellular toxicity of Amyloid beta (A-beta) peptide in yeast: Primary Screen; Potency, µM (titrated, usually from 46.1 µM), inactives show top-dose growth rescue, hits mostly activators; yeast expressing A-beta42, growth rescue, OD600, 48 h; response scale: 0% DMSO, 100% iron-clioquinol control; 410,000 compounds, 0.063% hits; further: potency means the concentration at half of the fitted maximal effect; nearly all actives have a fitted effect of over 55% in size
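Yeast growth medium received pinned compounds, then yeast cells expressing toxic A-beta were added; plates incubated at 30 C for 48 hr. Growth read as absorbance at 600 nm, normalized to DMSO and equimolar FeCl3 plus clioquinol controls.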
pAkt inh = HTS Assay for Inhibitors of Akt Phophorylation: Primary Screen; 360,000 compounds, 0.32% hits; Neuro2A IGF-stimulated pAkt S473 HTRF, 20 min; hits give low values; activity change, % for hits at 50 µM; in the data active means activity change below about -80%; inconclusive means mostly about -51% to -80%; further: on the % scale 0 is the no-effect control and ±100 the full control effect
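Single-point screen (50 µM final compound) in Neuro2A cells stimulated 20 min with 6 nM IGF at 37 deg C. After lysis, Ser473-phosphorylated Akt read by HTRF (ex 330 nm, em 615/665 nm) as the 665/615 ratio.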
PTHR1 ag = qHTS for PTHR1 Agonists: Primary Screen; 410,000 compounds, 0.075% hits; HEK293 GP2 PTHR1 cells, GloSensor cAMP luminescence, 1 h; Potency, µM (top dose mostly 115 µM), for the others: at the top dose activation, usual class: activators; AID 743266, 2014; Parathyroid hormone/parathyroid hormone-related peptide receptor (Homo sapiens), Q03431; further: potency means the concentration at half of the fitted maximal effect; nearly all actives have a fitted effect of over 55% in size; some results filed as inactive show a strong effect at the top dose; inactives centre near -15; many of its hits are not listed in these tables
Target sequence (Q03431 whole entry, looked up): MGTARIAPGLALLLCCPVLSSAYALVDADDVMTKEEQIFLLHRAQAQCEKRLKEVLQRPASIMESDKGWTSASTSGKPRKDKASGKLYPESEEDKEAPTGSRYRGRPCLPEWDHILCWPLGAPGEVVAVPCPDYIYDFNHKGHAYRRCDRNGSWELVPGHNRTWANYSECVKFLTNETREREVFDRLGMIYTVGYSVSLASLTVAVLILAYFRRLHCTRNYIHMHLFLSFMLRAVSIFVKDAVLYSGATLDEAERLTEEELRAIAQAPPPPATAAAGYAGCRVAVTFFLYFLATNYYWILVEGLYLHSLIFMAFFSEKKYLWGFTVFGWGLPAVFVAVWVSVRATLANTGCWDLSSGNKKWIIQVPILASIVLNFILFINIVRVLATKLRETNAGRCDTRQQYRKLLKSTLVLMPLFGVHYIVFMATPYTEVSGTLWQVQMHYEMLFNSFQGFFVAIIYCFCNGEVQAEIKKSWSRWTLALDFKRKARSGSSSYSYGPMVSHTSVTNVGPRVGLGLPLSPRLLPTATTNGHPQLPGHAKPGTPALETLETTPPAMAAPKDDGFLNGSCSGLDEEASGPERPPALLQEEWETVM
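HEK-293-derived GP2 cells expressing PTHR1 and a GloSensor cAMP reporter, 3,000/well, plated overnight, given luciferin plus IBMX (each 0.5 mM as added) for 1 h at 37 °C, then compound for 1 h at 37 °C. Luminescence was read after 15 min at room temperature.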
GLP1R inv ag = qHTS of GLP-1 Receptor Inverse Agonists (Inhibition Mode); Potency, µM (highest dose often 38.3 µM), for inactives: at the top dose activity change, negative = inhibition, usual class: inhibitors; Glucagon-like peptide 1 receptor (Homo sapiens), P43220; AID 624417, 2012; 410,000 compounds, 1.6% hits; HEK293 GLP-1R CRE-luciferase, luminescence, 24 h; GLP-1R form is constitutively active; further: potency means the concentration at half of the fitted maximal effect; on the % scale 0 is the no-effect control and ±100 the full control effect; nearly all actives have a fitted effect of over 55% in size
Target sequence (P43220 whole entry, looked up): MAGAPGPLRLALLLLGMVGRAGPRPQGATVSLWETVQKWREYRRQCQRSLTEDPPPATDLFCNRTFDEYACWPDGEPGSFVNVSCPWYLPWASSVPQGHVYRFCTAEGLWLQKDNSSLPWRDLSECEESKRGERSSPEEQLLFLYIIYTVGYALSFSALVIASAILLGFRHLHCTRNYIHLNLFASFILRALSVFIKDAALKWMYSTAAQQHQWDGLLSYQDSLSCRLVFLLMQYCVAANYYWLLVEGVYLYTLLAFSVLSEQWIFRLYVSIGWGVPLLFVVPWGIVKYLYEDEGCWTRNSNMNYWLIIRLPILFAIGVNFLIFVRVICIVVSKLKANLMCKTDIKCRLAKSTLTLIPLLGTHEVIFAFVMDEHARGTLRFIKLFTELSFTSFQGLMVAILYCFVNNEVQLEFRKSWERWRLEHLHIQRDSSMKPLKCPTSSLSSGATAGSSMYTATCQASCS
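Constitutively active GLP-1R drives a cAMP-responsive luciferase in stably transfected HEK293 cells; test compounds are added after overnight (12 h) attachment and left 24 hr, and signal loss in luminescence marks inhibition.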
GLP1R cytotox = qHTS of GLP-1 Receptor Inverse Agonists: Cytotox Screen; Potency, µM (series often up to 38.3 µM), for the others: at the top dose activity change, negative = inhibition, most hits filed as inhibitors; HEK293 cAMP-luciferase reporter cells, luminescence, 24 h; 410,000 compounds, 0.13% hits;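 further: loss of luciferase light is scored as toxicity; potency means the concentration at half of the fitted maximal effect; on the % scale 0 is the no-effect control and ±100 the full control effect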
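To flag toxic compounds, the library was rerun on cells for 24 hr at 37 deg C and 5% CO2. Viability-linked luminescence was captured 12 min after adding luciferase detection reagent.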
aSyn yeast inh = qHTS of alpha-syn Inhibitors. Yeast expressing alpha-synuclein, growth rescue, BacTiter-Glo, 24 h. Potency, µM (titrated, usually from 46.1 µM), without a hit: top-dose growth rescue (activation), hits mostly activators. 370,000 compounds, 0.14% hits; further: potency means the concentration at half of the fitted maximal effect; % of control where 0% means no effect; nearly all actives have a fitted effect of over 65% in size
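Rescue of yeast growth: cells expressing toxic alpha-synuclein, induced in galactose at OD600 0.02, incubated with compound 24 h at 30 C. ATP luminescence quantified growth; inhibitors of toxicity appear as activators.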
MmCpn inh = Inhibitors of TCP-1 ring complex (TRiC) of Methanococcus maripaludis (MmCpn): qHTS | Potency, µM (highest dose often 76.9 µM), for inactives: at the highest dose activity, negative = inhibition, hits mostly inhibitors | purified Mm-Cpn ATPase, ADP Transcreener TR-FRET | AID 504842, 2011 | Chaperonin Mm-Cpn (Methanococcus maripaludis) | 330,000 compounds, 0.031% hits; further: potency means the concentration at half of the fitted maximal effect; on the % scale 0 is the no-effect control and ±100 the full control effect; nearly all actives have a fitted effect of over 80% in size
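Inhibition of chaperonin ATP hydrolysis is measured as reduced ADP production, detected by competitive TR-FRET in which signal falls with ADP. Final enzyme 25 nM and ATP 10 uM, reacted 30 min at 37°C.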
FUS yeast rescue = qHTS for Suppressors of FUS Proteinopathy: Primary screen using FUS-linked yeast assay. S. cerevisiae FUS-expressing, growth rescue, OD600, 24 h. Potency, µM (series often up to 76.6 µM), for the others: at the top dose growth rescue (activation), usual class: activators. 390,000 compounds, 0.24% hits. AID 1347120, 2019;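 further: potency means the concentration at half of the fitted maximal effect; plate controls were DMSO vehicle for no effect and reference control for full effect; nearly all actives have a fitted effect of over 55% in size; some results filed as inactive show a strong effect at the top dose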
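Read-out: OD at 600 nm after 24hr at 30C, reporting rescue of FUS-induced yeast toxicity. Cells at OD 0.005 in galactose (2%) minimal medium; compounds tested in a dilution series; CP55940 titration from 92uM final as control.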
* hit, by the source's call; i = inactive; ? = inconclusive; . = not tested or not shown; & = joins results of further samples; [ ] = dose if it differs, or a comment. Unless noted, the call rests on the fitted dose curve; in most records, active means well fitted curve in the direction sought with a large enough effect; inconclusive means small, poorly fitted or top-dose-only effect, or another doubt; inactive means no such curve, though single readings can be large; an effect the other way counts as inactive or inconclusive. Only part of the results is shown. The share of hits here may be higher or lower than overall.

The opening 2 records as a preview:
SMILES | TDP-43 yeast inh | Abeta yeast res | pAkt inh | PTHR1 ag | GLP1R inv ag | GLP1R cytotox | aSyn yeast inh | MmCpn inh | FUS yeast rescue
O=C(CN(Cc1ccccc1)S(=O)(=O)c1ccc(Cl)cc1)NCC1CCCO1 (stereo not given) | 12% | 4% | i | i | 3% | -4% | 1% | 1% | 10%
O=C(CNC(=S)NC(=O)c1ccc(Cl)cc1)c1ccccc1 | 3% | 1% | i | -16% | 22% | 14% | -11% | -1% | .

The list itself, from the first entry:
SMILES | TDP-43 yeast inh | Abeta yeast res | pAkt inh | PTHR1 ag | GLP1R inv ag | GLP1R cytotox | aSyn yeast inh | MmCpn inh | FUS yeast rescue
O=C(CN(Cc1ccccc1)S(=O)(=O)c1ccc(Cl)cc1)NCC1CCCO1 (stereo not given) | 12% | 4% | i | i | 3% | -4% | 1% | 1% | 10%
O=C(CNC(=S)NC(=O)c1ccc(Cl)cc1)c1ccccc1 | 3% | 1% | i | -16% | 22% | 14% | -11% | -1% | .
COC(=O)[C@]12CCCCC=C1N(CCC1=CCCCC1)C(=O)[C@H](CC(=O)N1CCCCC1)C2 | 22% | 5% | i | -35%[inhibitor] | ? | -10% | 16% | . | 36%
Cc1cc(NC(=O)Nc2ccc(F)cc2F)n(C)n1 | 9% | 4% | i | i | ? | 4% | 8% | 3% | 18%
c1ccc(-c2nc(-c3ccncc3)no2)cc1 | 5% | -11% | i | -15%[57.5 µM] | 6% | -5% | 3% | . | 15%
CCN(C(=O)CSc1nc2scc(-c3ccccc3)c2c(=O)n1N)C1CCS(=O)(=O)C1 (stereo not given) | -15% | -6% | i | i | 1% | -19% | -7% | . | .
CC(=O)NC1=NN(C(C)=O)C2(CCCCC2)S1 | -18% | 2% | i | 15%[57.5 µM] | 0% | 17% | -18% | 1% | -17%
CCOc1ccc(CN(C)C(C)C(=O)NCc2ccccc2)cc1 (stereo not given) | 1% | -3% | i | -2% | ? | -6% | 7% | 0% | 2%
COc1ccc(-n2nnnc2SCC(=O)N2CCCC2=O)cc1 | 6% | -14% | i | ? | 9% | 9% | -5% | -9% | -19%
O=C(CSc1nnnn1-c1ccccc1)N1CCNC1=O | 5% | -5% | i | -20% | 13% | 13% | -20% | -3% | -5%
CCOC(=O)CNc1nc(C(C)(C)C)nc2c1nnn2Cc1ccccc1Cl | -11% | 4% | . | i | ? | 0% | 11% | -2% | 31%
Cc1cccc(NS(=O)(=O)c2ccc(NC(=O)CN(c3cc([N+](=O)[O-])ccc3C)S(C)(=O)=O)cc2)c1 | -9% | 8% | i | -22% | ? | ? | -7% | -2% | .
COc1cc(/C=C(\C#N)c2nc3ccccc3[nH]2)cc(OC)c1O | -2% | 7% | i | i | 21% | -5% | 1% | -9% | 6%
CC(C)(C)NC(=S)NCc1ccco1 | -6% | 4% | i | i | 6% | -9% | 1% | 0% | .
O=C(CS(=O)(=O)c1ccccc1)Nc1nnc(C(F)(F)F)s1 | 2% | 2% | i | -5% | 3% | -1% | 0% | 1% | 0%
Cc1cc(=O)oc2c(CN3CCOCC3)c(O)ccc12 | 3% | -10% | i | -2% | 23% | 4% | 1% | . | -11%
CSCCC(NS(=O)(=O)c1c(Cl)cccc1Cl)C(=O)O (stereo not given) | -1% | 15% | i | i | 10% | 3% | -5% | -3% | -26%
CN(c1ccccc1)c1nc(N)c([N+](=O)[O-])c(Nc2ccccc2)n1 | 6% | 10% | i | i | 144%[activator] | -1% | 1% | 2% | -15%
O=C(c1ccc2ccccc2c1)N1CCCC1 | 17% | 6% | i | i | 8% | -2% | -1% | -2% | -6%
O=C(NCCc1ccc(Cl)cc1Cl)c1ccc2nc[nH]c2c1 | -9% | -8% | i | -2% | ? | -1% | -3% | 1% | 11%
CN(C)CC/C=C1\c2ccccc2CSc2ccccc21 | 21% | -3% | i | i | ? | -14% | 0% | 1% | -20%
COc1ccccc1-c1noc(CCC(=O)NC2CCCCC2)n1 | 1% | -16% | i | 0% | 3% | 4% | 0% | -1% | .
CC1(C)CC(=O)C(C(c2ccco2)C2C(=O)CC(C)(C)CC2=O)C(=O)C1 | 24% | -39%[inhibitor] | i | -11%[57.5 µM] | 0% | 0% | -1% | -3% | 29%
Cc1nn2c(-n3ccnc3)c3c(nc2c1-c1ccccc1)CCC3 | ? | 5% | i | -11% | 17% | 5% | 2% | 1% | 11%
COc1cccc(NS(=O)(=O)c2ccc(OC)c(OC)c2)c1 | -23% | -2% | i | -32%[inhibitor] | 52%[activator] | -12% | 3% | -2% | 18%
Other entries follow:
SMILES | TDP-43 yeast inh | Abeta yeast res | pAkt inh | PTHR1 ag | GLP1R inv ag | GLP1R cytotox | aSyn yeast inh | MmCpn inh | FUS yeast rescue
CCOC(=O)c1c(-c2ccc(F)cc2)csc1NC(=O)c1c(-c2ccccc2)noc1C | 17% | 13% | i | i | ? | 2%[1.53 µM] | -2% | -4% | 9%
CCCCOC(=O)Nc1nnc(CCc2ccccc2)s1 | -8% | 4% | i | -8% | ? | -12% | -16% | 0% | -5%
Cc1nc2ncnn2c(C)c1CCC(=O)Oc1ccccc1 | 16% | -11% | i | i | -5% | 9% | 1% | -3% | 2%
CCCCN(C)C(=O)Cn1c(SCC(=O)Nc2ccc(C)c(C)c2)nc2ccccc21 | 16% | -6% | . | i | 5% | 7% | . | . | 34%
COc1cc2nc(N3CCN(c4cc(C)ccc4C)CC3)nc(N)c2cc1OC | 6% | -22% | i | -1% | 5µM* | ? | -1% | 1% | ?
N#CCCN(Cc1cccs1)C(=O)Nc1ccccc1 | -12% | -7% | i | i | 23% | 2% | -2% | 2% | 1%
COc1ccc(S(=O)(=O)NCc2ccccn2)cc1Br | -23% | -4% | i | i | 1% | 6% | 2% | -1% | 7%
Cc1cccc(C(=O)Nc2nnc(S(=O)(=O)N(C)Cc3ccco3)s2)c1 | -13%&-7% | 1%&-21% | i | ? | -14%&3% | -1%&16% | -3% | -6% | 17%&21%
COc1cccc(CNC(=O)c2cc3cccc4c3n2CC(C)S4)c1OC (stereo not given) | 12% | 14% | . | -10% | ? | -14% | . | . | ?
COc1ccc(N2CCN(CCCn3c(=S)[nH]c4ccccc4c3=O)CC2)cc1 | -6% | -5% | i | -96%[inhibitor] | 8% | 20% | 9% | 4% | -15%
Cc1ccc2c(c1)N(C(=O)CCC(=O)N1CCN(c3ccccn3)CC1)CCO2 | -1% | -8% | i | -25% | -27% | -5% | 8% | -6% | -25%
O=S(=O)(Nc1ccc(Br)cc1)c1cccc(NC(=S)NCCN2CCOCC2)c1 | 5% | -8% | i | -17% | ? | 9% | 6% | -2% | 8%
COc1ccc(NC(=O)CSC2=Nc3ccccc3C3=NC(CCC(=O)NCc4ccc(F)cc4)C(=O)N23)cc1Cl (stereo not given) | -2% | 15% | . | i | 11% | -10% | . | . | 13%
CC(=O)c1c(C)n(CC(=O)NCc2ccc3c(c2)OCO3)c2ccccc12 | -10% | 0% | i | -14%[57.5 µM] | -1% | 1% | -9% | ? | 29%
Cc1cccc(C(=O)OCC(=O)NC(=O)c2ccccc2)c1O | 23% | 9% | i | i | 7% | 16% | -1% | 1% | 6%
O=C(N/N=C/c1ccc(O)cc1O)c1ccncc1 | 22% | 5% | i | i | ? | 3% | -2% | 1% | 0%
CCCSc1n[nH]c(NC(C)=O)n1 | 21% | 0% | i | i | 15% | 10% | -3% | 1% | -9%
Cc1cc(/C=N\NC(=O)COc2cccc3cccnc23)c(C)n1-c1ccccc1 | 7% | -3% | i | -21% | -21% | -48% | 0% | -3% | 25%
C=CCN1C(=O)/C(=C/c2cccs2)S/C1=N\S(=O)(=O)c1ccc(F)cc1 | 16% | 5% | i | -11% | -9% | 0% | 1% | -1% | .
COc1cc2c(cc1OC)[C@@H](NC(=O)C(C)C)[C@H](OCc1ccccc1)C2 | 9% | -1% | i | -17% | ? | -11% | -1% | 0% | -14%
CCOC(=O)C1CCCN(C(=O)c2ccc3c(c2)N(Cc2ccccc2)C(=O)c2ccccc2S3(=O)=O)C1 (stereo not given) | 29% | -9% | . | i | -7% | -14% | . | . | ?
COCCNC(=S)N1CCN(c2nc(-c3ccc(Cl)cc3)cs2)CC1 | ? | ? | i | -22% | ? | -14% | 1% | -7% | ?
CCCCN(C=O)c1c(CC)nc2ccc(C(=O)NCCCN3CCCC3=O)cn12 | 0% | -8% | i | -18% | 23% | 0% | -2% | . | -21%
COc1ccc(CNc2nc(NCc3ccc(OC)cc3)n(C(C)=O)n2)cc1 | -10% | -8% | i | i | 9% | -6% | -6% | -6% | 45%
Cc1ccccc1NC(=O)c1cc2ccccn2n1 | 16% | -17% | i | -91%[inhibitor] | -29% | -3% | -4% | 2% | -3%
COc1ccc(C(=S)N2CCOCC2)cc1OC(=O)c1ccc([N+](=O)[O-])cc1[N+](=O)[O-] | 22µM* | -28% | i | -34%[inhibitor] | 9% | -27% | 7% | 3% | 3%
O=S(=O)(c1cnc(Cl)c(Cl)c1)N1CCN(c2ncccn2)CC1 | 11% | 22% | i | -3% | 50%[activator] | -14% | 0% | 0% | -6%

High-throughput results (PubChem)
